ABHD4 inh: ABHD4 inhibitors, primary screen, biochemical, fluorescence polarization, mouse; purified mABHD4, FP-Rh probe fluorescence polarization; inhibition, % at 8.92 µM; 370,000 tested, 0.54% active; AID 720543, 2013;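 active = inhibition exceeding the mean over every tested compound plus 3 SD, cut at about 30% in these data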;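 note: 0% = plate median of compound wells and 100% = S159A mutant with DMSO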
Target sequence (Q8VD66 whole entry, looked up): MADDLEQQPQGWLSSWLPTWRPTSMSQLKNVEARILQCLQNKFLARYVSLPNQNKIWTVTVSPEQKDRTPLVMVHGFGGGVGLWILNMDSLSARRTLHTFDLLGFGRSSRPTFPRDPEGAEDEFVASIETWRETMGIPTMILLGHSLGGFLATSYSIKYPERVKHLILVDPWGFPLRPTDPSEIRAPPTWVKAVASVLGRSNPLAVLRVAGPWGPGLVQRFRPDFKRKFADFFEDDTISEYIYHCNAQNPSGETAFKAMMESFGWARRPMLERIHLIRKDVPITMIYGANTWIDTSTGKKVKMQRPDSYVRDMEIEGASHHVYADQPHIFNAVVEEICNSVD
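Assay system: Wild-type mouse ABHD4 protein | Medium: HEPES pH 7.0 buffer, 150 mM NaCl, 0.01% Pluronic F-127 | Incubation: Enzyme–compound pre-incubation 45 min, then probe 60 min, both 25 °C | Technique: Fluorescence polarization with parallel and perpendicular emission, 525/598 nm | Evaluation: % inhibition of FP-Rh probe binding versus controls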
DDE Tn7 FP inh: inhibitors of Tn7 peptide binding to fibrin DD(E), primary screen, biochemical, fluorescence polarization, human fibrin, Tn7 probe; inhibition, % at 8.3 µM; 370,000 tested, 0.13% active; AID 720508, 2013; FP displacement of FITC-Tn7 peptide from fibrin DD(E); 0% = median of compound wells per plate; Fibrinogen beta chain (Homo sapiens), P02675;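 active = inhibition above the mean of compounds falling within the control limits plus 3 SD of them, cut at about 14% in these data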;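 note: 0% = plate median of compound wells and 100% = 10 µM Aha-Tn7 peptide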
Target sequence (P02675 whole entry, looked up): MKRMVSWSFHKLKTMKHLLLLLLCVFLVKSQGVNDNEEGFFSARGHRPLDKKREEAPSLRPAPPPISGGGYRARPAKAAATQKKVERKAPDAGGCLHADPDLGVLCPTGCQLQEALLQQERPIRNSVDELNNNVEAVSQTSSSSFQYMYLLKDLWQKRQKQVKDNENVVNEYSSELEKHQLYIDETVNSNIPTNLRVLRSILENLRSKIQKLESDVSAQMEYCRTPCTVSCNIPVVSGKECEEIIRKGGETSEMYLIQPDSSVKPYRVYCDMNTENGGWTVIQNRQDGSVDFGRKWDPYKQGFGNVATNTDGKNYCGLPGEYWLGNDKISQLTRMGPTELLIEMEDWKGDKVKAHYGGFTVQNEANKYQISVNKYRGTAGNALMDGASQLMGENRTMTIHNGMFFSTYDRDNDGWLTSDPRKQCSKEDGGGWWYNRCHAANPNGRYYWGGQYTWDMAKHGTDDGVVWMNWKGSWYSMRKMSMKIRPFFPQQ
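Assay system: human fibrin DD(E) protein / Input: 2 µM fibrin DD(E) / Benchmarks: high control of 10 µM Aha-Tn7 peptide / Measured by: fluorescence polarization of the labelled Tn7 tracer / Medium: Tris buffer with calcium and detergent, pH 7.8 / Timing: 10 min compound pre-incubation, 3 h probe incubation at room temperature / Repeats: one replicate per compound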
HTRA1 inhibitor: HTRA1 serine protease inhibitors, primary screen, biochemical, fluorescence polarization, HTS | inhibition, % at 5.96 µM | 340,000 tested, 0.5% active | recombinant HTRA1, FP-rhodamine activity-based probe | Q92743; in the data active = inhibition above about 36%;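 note: 0% = enzyme with DMSO and 100% = wells lacking enzyme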
SIAE inh: human SIAE inhibitors, primary screen, biochemical, fluorescence polarization, FP-Rh probe, 1536-well HTS; SIAE FP-Rh probe binding; 370,000 tested, 0.69% active; inhibition, % at 9.66 µM; Sialate O-acetylesterase (Homo sapiens), Q9HAT2;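 active = inhibition above a cutoff: mean of compounds within the control limits plus 3 SD of those, cut at about 17% in these data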;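 note: 0% = plate median of compound wells and 100% = probe without SIAE protein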
LEDGF integ inh: blockers of LEDGF/p75-dependent integrase strand transfer – biochemical, TR-FRET, high throughput, primary screen; TR-FRET IN-LEDGF/p75 DNA integration, Eu/Cy5; 370,000 tested, 0.64% active; inhibition, % at 3.7 µM; HIV-1 integrase (with human LEDGF/p75);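 active = inhibition above the screen-wide mean plus 3 SD, cut at about 13% in these data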;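 note: signal is the Cy5 over europium emission ratio at 671 and 618 nm; 0% = plate median of compound wells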
TCR CD3 inh: inhibitors of human TCR-CD3 interaction, primary screen, biochemical, fluorescence, TAMRA-labeled TCR probe | inhibition, % at 9.4 µM | AID 651800, 2012 | 360,000 tested, 0.37% active | T-cell receptor (TCR); in the data active = inhibition above about 19%;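 note: recombinant mutant TCR 2C K166C tagged with TAMRA read by polarization; 0% = receptor in buffer alone and 100% = receptor with positive control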
PRMT1 inh: PRMT1 methyltransferase inhibitors, primary screen, biochemical, fluorescence polarization; recombinant PRMT1, activity-based probe fluorescence polarization; inhibition, % at 2.79 µM; 370,000 tested, 1.3% active; AID 652257, 2013;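 active = inhibition above about 21% made by adding two undisclosed values, limit read from the data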
UHRF1 binding: UHRF1 methylated DNA binding inhibitors, primary screen, counter-screen for MBD2 inhibitor project, biochemical, TR-FRET, human UHRF1, single concentration; UHRF1 binding to methylated oligo; inhibition, % at 4.4 µM; 370,000 tested, 0.75% active; E3 ubiquitin-protein ligase UHRF1 (Homo sapiens), Q96T88; AID 687016, 2013; in the data active = inhibition above about 21%;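 note: UHRF1 SRA domain binding a hemimethylated CpG hairpin DNA probe; 0% = median of test compound wells and 100% = reference inhibitor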
PG9 binder: binders of HIV-1 gp120 antibody PG9, primary screen, biochemical, TR-FRET; HIV-1 gp120 / PG9 antibody interaction; TR-FRET gp120-PG9 antibody binding; inhibition, % at 6.7 µM; 360,000 tested, 0.43% active; AID 624416, 2012; in the data active = inhibition above about 8.5%
TDP2 absorb: human TDP2 enzyme inhibitors, primary screen, biochemical, epi absorbance, recombinant enzyme | 370,000 tested, 0.34% active | Tyrosyl-DNA phosphodiesterase 2 (Homo sapiens), O95551 | AID 720702, 2013 | T5PNP hydrolysis, p-nitrophenol absorbance 415 nm | inhibition, % at 12.8 µM;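 active = inhibition above the mean of all tested compounds plus 3 SD, set per campaign, cut at about 25% in these data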;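 note: 0% = DMSO with enzyme and 100% = buffer with substrate but no TDP2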
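Read-out basis: percent inhibition. System: recombinant human TDP2. Buffer or medium: Mg2+-containing Tris-HCl buffer, pH 7.5. Repeats: single replicate. Timing: reaction 2 h, 37 °C. Benchmarks: high control without enzyme, low control DMSO plus TDP2. Probe or stimulus: 5 mM T5PNP. Doses: 12.8 µM only. Measured by: epi absorbance of p-nitrophenol freed from T5PNP by hydrolysis.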
* hit, by the source's call; / = not tested or not shown.

SMILES	ABHD4 inh	DDE Tn7 FP inh	HTRA1 inhibitor	SIAE inh	LEDGF integ inh	TCR CD3 inh	PRMT1 inh	UHRF1 binding	PG9 binder	TDP2 absorb
O=C(NNC(=O)c1cccs1)c1ccc([N+](=O)[O-])cc1	-3.8	-8.8	/	-5.3	3.4	-5.5	-2.1	20.7*	-2.7	-15.1
O=C(O)c1ccc(-c2ccccc2Cl)o1	0.2	5.7	-1.1	-1.2	0.6	7.6	2.5	-0.4	1.5	10.2
Cc1nc2c([N+](=O)[O-])c(C)c(C)cc2[nH]1	3.7	3.1	1.6	-0.1	1.6	2.0	0.7	4.7	-2.6	6.5
CCCC(=O)Nc1ccc(N2CCN(S(C)(=O)=O)CC2)cc1	-2.5	1.9	6.2	-0.6	-4.7	0.5	-1.2	-1.6	-1.5	-0.9
Cc1nn(-c2nc3ccccc3s2)c(N)c1-c1ccccc1	-4.1	-0.4	-8.8	-0.5	-0.8	7.1	1.3	0.0	0.7	-0.9
C/C(O)=C\c1nc2ccccc2oc1=O	37.4*	-5.2	10.0	-0.9	11.6	8.6	7.4	-18.9	-0.6	15.9
Cn1c(=O)c2c(ncn2CC(COCc2ccccc2)OCc2ccccc2)n(C)c1=O (centres undefined)	-6.7	-0.3	4.3	-11.3	1.0	4.2	-1.7	-0.3	-2.9	-30.9
CCCCC(O)(c1ccc(OC)cc1)C(CN1CCOCC1)c1ccccc1 (centres undefined)	-0.1	2.9	-6.2	-0.5	1.5	1.8	2.1	1.0	0.9	4.2
CCN1CCN(CCOc2ccccc2-c2ccccc2)CC1	4.1	3.4	-3.7	-1.2	-3.7	2.7	-1.1	2.6	1.9	3.3
Cn1nnc2cc(C(=O)Nc3ccc(Cl)cc3)ccc21	-7.7	-0.1	-1.3	-9.2	-0.2	-2.3	3.3	7.1	3.4	-9.2
Cn1c(=O)[nH]c2c(cnn2C)c1=O	4.0	-2.7	8.9	5.8	-3.5	-5.1	-2.2	0.6	0.6	-7.7
Cc1cc(=O)oc2cc(NC(=S)NCc3ccccn3)ccc12	-10.4	5.2	-2.8	-11.2	-1.4	-12.8	9.2	-2.5	3.6	-12.6

Retrieved by structure from above (five):
SMILES	ABHD4 inh	DDE Tn7 FP inh	HTRA1 inhibitor	SIAE inh	LEDGF integ inh	TCR CD3 inh	PRMT1 inh	UHRF1 binding	PG9 binder	TDP2 absorb
Cn1nnc2cc(C(=O)Nc3ccc(Cl)cc3)ccc21	-7.7	-0.1	-1.3	-9.2	-0.2	-2.3	3.3	7.1	3.4	-9.2
Cc1cc(=O)oc2cc(NC(=S)NCc3ccccn3)ccc12	-10.4	5.2	-2.8	-11.2	-1.4	-12.8	9.2	-2.5	3.6	-12.6
O=C(O)c1ccc(-c2ccccc2Cl)o1	0.2	5.7	-1.1	-1.2	0.6	7.6	2.5	-0.4	1.5	10.2
CCCCC(O)(c1ccc(OC)cc1)C(CN1CCOCC1)c1ccccc1 (centres undefined)	-0.1	2.9	-6.2	-0.5	1.5	1.8	2.1	1.0	0.9	4.2
Cc1nn(-c2nc3ccccc3s2)c(N)c1-c1ccccc1	-4.1	-0.4	-8.8	-0.5	-0.8	7.1	1.3	0.0	0.7	-0.9

The results go on.
SMILES	ABHD4 inh	DDE Tn7 FP inh	HTRA1 inhibitor	SIAE inh	LEDGF integ inh	TCR CD3 inh	PRMT1 inh	UHRF1 binding	PG9 binder	TDP2 absorb
Cc1nnc(SCC(=O)N(Cc2ccccc2)C(C)C)n1-c1ccccc1	-2.7	-9.6	-5.3	-1.1	-4.8	2.6	-4.2	-2.0	-0.3	-3.0
CNC(=S)SCCOc1ccccc1C	4.4	4.6	-8.1	-0.2	-1.1	-2.1	3.4	-0.3	-1.3	-0.1
CCC(C)NS(=O)(=O)c1ccc(OCC(=O)N2CCCC2)cc1 (centres undefined)	-1.6	0.2	0.9	5.2	-6.6	10.0	2.0	-1.3	-1.4	-11.1
COc1ccc2[nH]cc(CCNC(=O)Cc3ccc(F)cc3)c2c1	3.1	0.6	2.3	2.0	0.2	6.7	1.5	-0.7	-2.6	-13.6
CSc1ccccc1NC(=O)Nc1ccccc1Cl	1.4	10.5	-6.9	0.9	-1.7	-0.3	3.6	-0.3	0.5	7.5
CN(Cc1ccccc1F)C(=O)CCNC(=O)c1ccc(C(C)(C)C)cc1	-0.1	2.8	-10.6	-1.1	0.5	5.0	-5.4	-2.1	-0.7	3.0
Cc1[nH]c2ccccc2c1C(c1ccncc1)N1CCN(c2ccc(F)cc2)CC1 (centres undefined)	-2.1	1.0	-4.0	3.0	-2.7	8.9	2.0	-1.9	-1.6	-9.4
COc1ccc([N+](=O)[O-])cc1NC(=O)c1csc(C)c1	-0.4	1.6	-6.9	-6.7	7.1	-5.4	-1.3	3.6	-0.3	-4.8
Cc1c(O)c(=O)c2ccccc2n1C	3.1	7.6	10.4	2.3	-4.2	-5.4	2.8	5.1	3.6	-1.6
CC1CC(C)CN(C(=O)CCCNC(=O)c2ccc(Cl)cc2)C1 (centres undefined)	-0.8	9.3	-3.8	-1.5	-8.7	-7.0	1.8	3.0	-1.8	0.7
CC(C)C(=O)N1CCC2(CC1)Oc1ccc(Cl)cc1C(=O)C21CC(c2cccnc2)=NO1 (centres undefined)	-0.2	-5.0	-7.0	-3.0	0.9	-4.8	1.0	1.2	0.2	7.4
Cc1cc(C)nc(SCCS(=O)(=O)Cc2ccc(Cl)cc2)n1	1.3	-9.7	-4.8	19.7*	-0.7	3.1	0.4	-2.8	-1.5	-3.9
Cc1ccc(NC(=O)CSCC(=O)N2c3ccccc3CCc3ccccc32)cc1	-9.9	5.2	-27.9	-3.6	0.3	1.1	0.1	1.1	-1.6	0.9
Cc1cccc(Nc2nnc(-c3ccc(C(=O)N4C[C@H]5C[C@H](C4)c4cccc(=O)n4C5)cc3)c3ccccc23)c1	-52.1	5.2	-23.1	2.8	0.6	0.8	-0.7	-1.2	-0.6	2.2
CCCCC[C@@H](C)N1C[C@@H](COCc2ccccc2)Oc2cc(N3CCC[C@H]3C(N)=O)ccc2S1(=O)=O	-12.1	-7.6	/	-5.8	-1.6	3.7	-2.3	0.3	-0.1	-17.6
CCn1ncc(Br)c1C(=O)Nc1ccn(C23CC4CC(CC(C4)C2)C3)n1	-3.9	-3.5	-0.5	4.5	1.0	3.9	2.2	-2.4	-1.6	1.4
COc1ccccc1N1CCN(CCCN2C(=O)C3CCCCN3C2=O)CC1 (centres undefined)	1.4	1.1	7.4	0.4	-1.6	7.9	-5.0	-0.3	-1.6	-8.2
COc1cc(CNCC(O)c2ccccc2)ccc1OCc1ccc(Cl)nc1 (centres undefined)	-0.1	2.2	-0.3	-5.3	1.8	2.2	0.8	3.3	-1.0	-10.5
Cc1cc(C)cc(OCC(=O)OC(C)C(=O)Nc2c(C)n(C)n(-c3ccccc3)c2=O)c1 (centres undefined)	-0.9	-5.7	0.7	6.5	-0.7	2.9	1.9	-0.7	-1.0	12.2
CCN(CC)S(=O)(=O)c1ccc2oc(C(=O)NC3CCCc4ccccc43)c(C)c2c1 (centres undefined)	-2.3	0.7	-4.3	6.8	-1.8	4.2	1.9	0.2	-0.8	5.7
Cn1c(=O)c2[nH]c(CN3CCCCC3)nc2n(C)c1=O	-0.6	-1.7	3.0	2.2	2.3	0.4	-3.0	2.1	0.7	2.0
COC(=O)c1ccc(CNC(=O)CN(CCC(C)C)S(=O)(=O)c2ccc3c(c2)OCCO3)cc1	0.3	-0.3	-18.4	-3.6	-1.9	0.3	-1.1	0.7	1.4	2.3
Cc1ccc([N+](=O)[O-])cc1N=C1C(=O)Nc2ccccc21	1.3	-5.7	2.3	2.6	0.4	0.8	-4.5	-3.1	-3.1	24.3
COc1ccc(-c2c(Cc3ccccc3)nc(NC(=O)c3ccccc3)n2C)cc1	3.9	3.0	/	1.9	13.2	/	-0.8	0.5	/	7.1
CCC(C)(C)n1nnnc1C(c1cccs1)N1CCN(Cc2ccccc2)CC1 (centres undefined)	1.1	1.8	-7.5	-0.7	-2.1	-0.7	0.6	0.5	-1.9	-0.5
Cc1oc(C(=O)O)cc1COc1cccc2cccnc12	17.4	-2.6	17.6	8.4	2.5	11.6	6.6	-0.7	-0.2	4.8
C=CCNC1=C(Cl)C(=O)N(Cc2ccccc2)C1=O	8.3	-3.4	-3.5	6.6	0.5	-0.5	-0.2	1.6	-0.1	6.7
S=C1NC[C@H](Cc2cccc3ccccc23)N1CC1CCCCC1	-5.9	5.9	-18.3	-3.6	-2.6	-1.8	3.0	0.8	-0.2	3.7
CC(C)OCCCn1c(SCC(=O)Nc2ccccc2C(F)(F)F)nc2nccnc2c1=O	7.9	-0.4	-0.9	9.0	-0.9	-4.5	6.6	2.5	-0.9	5.1
CCOC(=O)c1c(NC(=O)COC(=O)C2CCC2)sc(C(=O)N(C)C)c1C	-12.7	-1.1	-4.2	-7.5	4.4	-1.9	2.8	1.9	-0.6	-22.6
O=C(C1=NN[C@@H]2C(=O)N(c3ccccc3C(F)(F)F)C(=O)[C@H]12)C(c1ccccc1)c1ccccc1	-12.7	-9.0	-4.4	3.1	0.1	4.3	-0.3	0.4	1.6	5.2
O=S(=O)(c1ccccc1)N1CCC2(CC1)OCCN2S(=O)(=O)c1cccs1	-2.8	7.9	1.1	-0.1	-3.6	1.5	3.6	6.3	-0.9	-14.0
Cn1nc(CC(=O)NCCN2C(=O)CSC2=O)c2ccccc2c1=O	3.5	0.2	0.7	-4.9	0.1	6.9	-2.9	-2.7	1.3	6.8
CC1CCN(C(=O)C(C)OC(=O)CSc2ccc([N+](=O)[O-])cc2)CC1 (centres undefined)	4.3	0.6	-0.3	1.4	4.8	-5.4	1.1	-1.1	-1.6	-10.0
COc1ccc(-c2cnnc(N/N=C/c3ccc(O)cc3)n2)cc1	7.3	-2.6	4.3	0.0	-3.5	2.2	3.0	-1.6	-1.8	-5.6
COc1ccc(OC)c(NC(=O)c2nc(S(=O)(=O)Cc3ccccc3)ncc2Cl)c1	-13.9	2.6	-4.9	-0.7	0.7	-8.6	12.5	7.8	2.5	-4.5

Screening data: PubChem BioAssay, The Scripps Research Institute Molecular Screening Center
